Screens as filed in PubChem BioAssay.
Statin myotox sup: protects C2C12 myotubes from simvastatin toxicity. rescue of ATP level, % at 7.49 µM. 330,000 compounds, 0.78% hits. AID 602340. ATP luminescence, 48 h; scaled: DMSO 0, geranylgeraniol control 100;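 active means mean ATP rescue above about 67%, or every replicate alone reaching that limit, limit read from the data, passing the limit was not always enough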;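 further: myotubes were challenged with 10 µM simvastatin during compound exposure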
ERAP1 HTS inh: ERAP1 (human) enzyme inhibition | recombinant ERAP1, Leu-AMC fluorescence, 60 min | 340,000 compounds, 0.15% hits | Q9NZ08 | AID 652197 | inhibition, % at 10.7 µM;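 active means mean replicate inhibition of at least 30%, or all replicates individually reaching that 30% level; inactive means mean below 30% and not every replicate reaching it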;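 further: 0% = neutral control wells and 100% = L-leucinethiol positive control wells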
SIRT5 inh: blocks human SIRT5 desuccinylation of peptide | Q9NXA8 | Purified SirT5, succinyl-peptide AMC, trypsin-coupled fluorescence | inhibition, % at 15 µM | 330,000 compounds, 1.1% hits; in the data active means inhibition above about 15%
Target sequence (Q9NXA8 whole entry, looked up): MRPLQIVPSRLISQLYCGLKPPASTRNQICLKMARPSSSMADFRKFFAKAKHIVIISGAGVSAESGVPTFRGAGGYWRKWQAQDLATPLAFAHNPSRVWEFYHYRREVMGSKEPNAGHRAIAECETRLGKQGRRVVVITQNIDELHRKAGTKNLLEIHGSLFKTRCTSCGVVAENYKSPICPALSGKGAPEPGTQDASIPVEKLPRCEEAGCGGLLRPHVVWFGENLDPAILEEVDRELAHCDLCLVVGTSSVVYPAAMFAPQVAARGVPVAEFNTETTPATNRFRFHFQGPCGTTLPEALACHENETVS
LGR2 inh: Drosophila LGR2 receptor signaling inhibition; inhibition, % at 9.99 µM; AID 720647; HEK293 LGR2, CRE-luciferase, bursicon-stimulated, 4 h; 380,000 compounds, 0.35% hits;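 active means drop in luminescence signal, shown as inhibition above about 50% in the replicate tests, limit read from the data, passing the limit was not always enough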;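 further: agonist challenge used bursicon conditioned medium at about half maximal strength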
XiGFP reactiv: reactivates the inactive X chromosome in mouse fibroblasts. 360,000 compounds, 0.055% hits. activation, % at 7.58 µM. XiGFP mouse fibroblasts, % GFP-positive cells imaging, 3 d; cells co-treated with 5-aza-dC sensitizer; scaled so ellipticine positive control = 100%;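 active means mean normalized replicate activation at least 10% and every replicate at or above 10%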;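 further: 0% = median of on-plate neutral control wells and 100% = ellipticine 6 µM median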
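Material: XiGFP fibroblasts, SV40-immortalized; Buffer or medium: DMEM containing 5-aza-dC; Compound dosing: single point; Times: 3 days compound exposure.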
S100A4 inh HTS: inhibitors of human S100A4 binding to myosin IIA peptide; S100A4/TAMRA-MyoIIA peptide fluorescence polarization; inhibition, % at 10.7 µM; 360,000 compounds, 0.14% hits;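 active means mean inhibition of at least 70% across replicates, with every replicate also reaching that level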
Target sequence (P26447 whole entry, looked up): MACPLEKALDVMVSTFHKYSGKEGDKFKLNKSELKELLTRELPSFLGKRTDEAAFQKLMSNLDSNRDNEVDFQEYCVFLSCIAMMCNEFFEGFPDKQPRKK
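assay system = human S100A4 monomer with TAMRA-labelled myosin IIA peptide | also added = labelled myosin peptide probe, 5 nM | incubation = 5 min between mix addition and reading | control set = DMSO and TFP controls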
Cneo AK release: causes C. neoformans cell lysis; adenylate kinase release luminescence, 4 h; normalised: neutral wells 0, clomiphene wells 100; lysis activity, % at 15 µM; AID 651654; 360,000 compounds, 0.2% hits;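 active means mean lysis activity across replicates of at least 80%, whatever share of replicates individually reach that level; inactive means mean lysis activity below 80%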
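Material: C. neoformans cells | Amount: Yeast cell density of 5 × 10^6 cells/mL | Medium: Fresh YPD growth medium | Dosing: Single dose | Times: Static 4 h at 37 °C with compound, 1 h detection | Detection: AK luminescence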
PGC1a acetyl inh: modulators of PGC1a acetylation. U2OS PGC1a acetylation, AlphaScreen anti-acetyl-lysine; with virally co-expressed GCN5 acetyltransferase. inhibition, % at 15.6 µM. 350,000 compounds, 0.17% hits. AID 651687;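 active means every replicate shows inhibition of at least 40%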;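 further: 0% = neutral control wells and 100% = positive control wells; some results beyond the cut were filed as inactive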
An asterisk follows results filed as active; · = no result given.

structure | Statin myotox sup | ERAP1 HTS inh | SIRT5 inh | LGR2 inh | XiGFP reactiv | S100A4 inh HTS | Cneo AK release | PGC1a acetyl inh
COc1ccc(CN2CCN(Cc3cccc(F)c3)CC2)cc1OC | -5.6 | 1.2 | -0.9 | 0.6 | 0.0 | -5.0 | -1.3 | -0.3
O=C(c1ccc(F)cc1)N1CC(=O)N2[C@H](CO)[C@H](c3ccc(-c4ccccc4F)cc3)[C@@H]2C1 | · | -1.5 | 0.9 | -2.1 | 0.3 | -8.3 | · | 3.9
CO[C@H]1CN(C)C(=O)c2cc(NS(C)(=O)=O)ccc2OC[C@@H](C)N(C)C[C@H]1C | 4.5 | · | -1.4 | 7.5 | 0.2 | -10.0 | 0.8 | -1.6
C[C@@H]1CN([C@H](C)CO)C(=O)c2cc(C#CC3CCCC3)cnc2O[C@H]1CN(C)C(=O)c1ccncc1 | 14.0 | 0.2 | -1.1 | 9.4 | -0.2 | 23.2 | -1.5 | -1.6
CC(C)CN(CC(C)C)S(=O)(=O)N1CCC(C(=O)NC2CCCCCCC2)CC1 | -106.7 | -1.7 | 0.0 | 5.8 | · | -2.3 | -0.1 | 2.4
COc1cc(/C=N/NC(=O)CCn2cnc(-c3ccccc3)c2-c2ccccc2)ccc1O | · | 0.4 | -4.7 | -14.3 | 0.6 | -4.1 | · | ·
CCOC(=O)C(Cc1c[nH]c2ccc([N+](=O)[O-])cc12)(NC(C)=O)C(=O)OCC | 3.6 | 2.0 | 1.8 | 3.0 | -0.2 | 3.2 | 2.0 | 2.7
Cc1ncc([N+](=O)[O-])n1CCOC(=O)Nc1ccc([N+](=O)[O-])cc1 | · | -0.2 | -2.9 | · | 0.0 | 6.4 | · | ·
C[C@@H]1CN([C@@H](C)CO)C(=O)c2cc(NC(=O)Nc3ccccc3)ccc2O[C@H]1CN(C)C(=O)NC1CCCCC1 | -1.8 | -1.9 | -0.8 | 4.5 | -0.3 | -8.1 | 1.6 | -4.5
CC(=O)C1=C(C)NC(SCC(=O)c2ccc(F)cc2)=C(C#N)C1CC(C)C (configuration not stated) | · | 2.4 | -1.3 | -37.8 | 0.0 | 7.7 | · | ·
COc1cc2oc(=O)cc(CN3CCN(C(C)=O)CC3)c2cc1Cl | -2.2 | 7.6 | 0.4 | -7.5 | 0.4 | -12.0 | 1.9 | 8.3
C[C@H](CO)N1C[C@H](C)[C@H](CN(C)C(=O)c2cccnc2)Oc2cc(-c3cccc(C#N)c3)ccc2S1(=O)=O | 1.7 | 0.9 | -0.6 | 15.3 | -1.0 | -7.8 | 2.3 | 1.0
Cc1ccnc(NC(=O)c2ccccc2NC(=O)c2ccccc2)c1 | -23.9 | -0.4 | -6.1 | -10.7 | -0.1 | 9.1 | 0.2 | -2.9
O=[N+]([O-])c1nn(-c2ccc3c(c2)OCCO3)n(O)c1=NCCC1=CCCCC1 | 10.9 | -6.4 | -0.6 | 8.6 | 0.1 | -4.3 | -0.7 | ·
CCc1nc(N2CCC(C)CC2)c2oc3ccccc3c2n1 | -14.0 | 3.6 | 0.1 | 1.4 | · | -1.5 | 44.7 | -10.7
Cc1ccccc1C(=O)NC1CCN(CC(=O)Nc2nccs2)CC1 | -10.0 | 1.3 | 0.6 | -6.7 | · | 8.6 | 0.8 | -2.1
O=C(CN1C(=O)c2ccccc2S1(=O)=O)NCc1c(F)cccc1F | -5.7 | 1.2 | -3.6 | 11.3 | -0.1 | 4.4 | 2.2 | ·
COc1cccc(/C=N/NC(=O)CCc2ccccc2)c1 | 1.3 | -1.9 | -3.2 | -18.9 | · | -11.6 | -2.4 | 11.9
O=C1CC(c2ccccc2)CC(O)=C1C=Nc1ccc(O)cc1 (configuration not stated) | · | -3.8 | 0.6 | 9.8 | 0.0 | -3.0 | · | -7.1
CC(=O)Nc1ccc2c(c1)C(=O)N(C)[C@@H]1CC[C@@H](CC(=O)NC3CCCCC3)O[C@H]1CO2 | -11.3 | · | · | 2.8 | 0.2 | · | -4.5 | 1.9
COCC(=O)NC1CCN(CC(=O)Nc2ccccc2[N+](=O)[O-])CC1 | · | 3.7 | -1.2 | · | -0.1 | -3.5 | · | ·
O=c1c2ccccc2nnn1CCN1CCOCC1 | · | -2.7 | -0.7 | 11.8 | 0.3 | -0.7 | · | ·
CSc1cccc(NC(=O)Nc2nc3c(C)cccc3s2)c1 | -5.9 | -0.2 | -5.4 | -9.4 | 0.1 | -19.5 | 0.2 | -15.7
Cc1cc(C)cc(OCC(=O)OCC(=O)N(CC(C)C)c2c(N)n(Cc3ccccc3)c(=O)[nH]c2=O)c1 | -4.1 | -1.7 | -0.1 | 3.1 | -0.4 | -0.8 | -0.3 | 4.6

Some of the entries so far, with values under each structure:
Below each compound – Statin myotox sup	ERAP1 HTS inh	SIRT5 inh	LGR2 inh	XiGFP reactiv	S100A4 inh HTS	Cneo AK release	PGC1a acetyl inh
CCc1nc(N2CCC(C)CC2)c2oc3ccccc3c2n1
  -14.0	3.6	0.1	1.4	·	-1.5	44.7	-10.7
Cc1ccccc1C(=O)NC1CCN(CC(=O)Nc2nccs2)CC1
  -10.0	1.3	0.6	-6.7	·	8.6	0.8	-2.1
O=C(CN1C(=O)c2ccccc2S1(=O)=O)NCc1c(F)cccc1F
  -5.7	1.2	-3.6	11.3	-0.1	4.4	2.2	·
COc1cccc(/C=N/NC(=O)CCc2ccccc2)c1
  1.3	-1.9	-3.2	-18.9	·	-11.6	-2.4	11.9
O=C1CC(c2ccccc2)CC(O)=C1C=Nc1ccc(O)cc1 (configuration not stated)
  ·	-3.8	0.6	9.8	0.0	-3.0	·	-7.1
CC(=O)Nc1ccc2c(c1)C(=O)N(C)[C@@H]1CC[C@@H](CC(=O)NC3CCCCC3)O[C@H]1CO2
  -11.3	·	·	2.8	0.2	·	-4.5	1.9
COCC(=O)NC1CCN(CC(=O)Nc2ccccc2[N+](=O)[O-])CC1
  ·	3.7	-1.2	·	-0.1	-3.5	·	·
O=c1c2ccccc2nnn1CCN1CCOCC1
  ·	-2.7	-0.7	11.8	0.3	-0.7	·	·
CSc1cccc(NC(=O)Nc2nc3c(C)cccc3s2)c1
  -5.9	-0.2	-5.4	-9.4	0.1	-19.5	0.2	-15.7
Cc1cc(C)cc(OCC(=O)OCC(=O)N(CC(C)C)c2c(N)n(Cc3ccccc3)c(=O)[nH]c2=O)c1
  -4.1	-1.7	-0.1	3.1	-0.4	-0.8	-0.3	4.6

Continuation.
structure | Statin myotox sup | ERAP1 HTS inh | SIRT5 inh | LGR2 inh | XiGFP reactiv | S100A4 inh HTS | Cneo AK release | PGC1a acetyl inh
COc1ccc(NC(=O)N(C)C[C@@H]2Oc3c(NC(=O)Nc4ccccc4)cccc3C(=O)N([C@@H](C)CO)C[C@@H]2C)cc1 | 4.1 | -3.6 | 7.2 | 10.6 | -0.6 | -2.1 | -5.0 | 11.6
OCCCNC(=S)Nc1ccc(Oc2ccccc2)cc1 | -2.4 | 4.0 | 1.6 | · | 0.0 | -2.6 | 0.6 | ·
O=C(NC1CCCC1)N1CC(=O)N2[C@@H](CO)[C@@H](c3ccc(-c4cccnc4)cc3)[C@@H]2C1 | · | 0.2 | 0.6 | -0.3 | 0.5 | 4.8 | · | 6.1
O=C(NCCC(=O)N1O[C@@H]2C=C[C@H]1C2)OCC1c2ccccc2-c2ccccc21 | 6.1 | -0.8 | 4.9 | -10.1 | -0.2 | -1.1 | -1.1 | 6.9
CCC(=O)N(C)C[C@H]1Oc2cc(-c3ccc(F)cc3)ccc2S(=O)(=O)N([C@H](C)CO)C[C@@H]1C | -45.5 | 2.5 | -0.2 | 8.3 | 0.5 | 16.1 | -0.1 | 2.3

Taken from above:
OCCCNC(=S)Nc1ccc(Oc2ccccc2)cc1 | S100A4 inh HTS: -2.6
O=C(NC1CCCC1)N1CC(=O)N2[C@@H](CO)[C@@H](c3ccc(-c4cccnc4)cc3)[C@@H]2C1 | LGR2 inh: -0.3

Only part of the results is shown; rates above refer to the full screens.
